CHO-K1 Ca antag: nonselective inhibitor or artifact in parental CHO-K1 cells; ATP-induced calcium, Fluo-8 fluorescence; inhibition, % at 3 µM; 0.6% of 360,000 active; AID 602250;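 active means inhibition above a per-plate cutoff, the plate's mean sample inhibition plus 3 SD, cut at about 24% in these data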;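 further: 0% = DMSO plus EC80 ATP and 100% = DMSO alone without ATP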
CHO parental Ca: ATP-evoked calcium signal inhibitors, parental CHO, primary screen, counter-screen for OX1R antagonist project, cell-based, fluorescence, Fluo-8 calcium dye | parental CHO-K1, ATP-induced calcium, Fluo-8 fluorescence | inhibition, % at 5.6 µM | 0.63% of 330,000 active | AID 463079, 2010;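 active means inhibition above that plate's mean sample inhibition plus 3 SD, cut at about 26% in these data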;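 further: 0% = ATP-challenged DMSO wells and 100% = DMSO wells without ATP; some compounds past the cut are filed as inactive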
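Material: parental CHO cells / Compound: single nominal dose of 5.6 µM per compound / Signal: Fluo-8 fluorescence / Replicates: singlicate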
OXTR potentiator: human OXTR potentiators, primary screen, fluorescence, CHO-OTR cells, Fluo-8 calcium. 0.061% of 320,000 active. activation, % at 3 µM. AID 2445, 2010. Fluo-8 calcium fluorescence, potentiator mode; 0% = oxytocin EC15, 100% = EC100;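 active means activation above that plate's cutoff, the mean activation of tested compounds plus 3 SD, cut at about 6.6% in these data, passing the limit was not always enough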;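 further: 100% uses oxytocin at 75 nM as the full agonist control; some results filed as inactive read as strong as hits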
Target sequence (P30559 whole entry, looked up): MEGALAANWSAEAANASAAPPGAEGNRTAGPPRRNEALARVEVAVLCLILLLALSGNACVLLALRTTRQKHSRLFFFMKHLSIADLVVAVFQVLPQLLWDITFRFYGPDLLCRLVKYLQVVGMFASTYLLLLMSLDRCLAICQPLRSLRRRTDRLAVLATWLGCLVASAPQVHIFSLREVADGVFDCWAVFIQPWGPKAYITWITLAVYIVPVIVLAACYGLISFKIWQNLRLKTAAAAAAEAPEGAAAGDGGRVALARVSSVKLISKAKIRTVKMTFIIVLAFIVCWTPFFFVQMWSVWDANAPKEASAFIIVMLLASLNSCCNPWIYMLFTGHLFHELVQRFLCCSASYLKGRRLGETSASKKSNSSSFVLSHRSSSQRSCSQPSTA
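Dosing: Single dose, 3.0 µM nominal final compound concentration | Material: Human OTR in CHO cells | Technique: Kinetic Fluo-8 calcium fluorescence | Benchmarks: EC15 oxytocin alone as 0%, 75 nM oxytocin as 100% | Probe or stimulus: Oxytocin at about EC15, sub-maximal agonist stimulus | Incubation: Compound 6 min at room temperature before oxytocin, 100 s read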
TAAR1 ag: human TAAR1 agonists, primary screen, Fluo-8 calcium fluorescence, CHO RD-HGA16 cells | Trace amine-associated receptor 1 (Homo sapiens), Q96RJ0 | vehicle wells 0%, saturating PEA agonist 100% | activation, % at 3 µM | 0.99% of 360,000 active | AID 624467, 2012;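 active means activation above the mean activation of all test compounds in the run plus 3 SD, cut at about 38% in these data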
Target sequence (Q96RJ0 whole entry, looked up): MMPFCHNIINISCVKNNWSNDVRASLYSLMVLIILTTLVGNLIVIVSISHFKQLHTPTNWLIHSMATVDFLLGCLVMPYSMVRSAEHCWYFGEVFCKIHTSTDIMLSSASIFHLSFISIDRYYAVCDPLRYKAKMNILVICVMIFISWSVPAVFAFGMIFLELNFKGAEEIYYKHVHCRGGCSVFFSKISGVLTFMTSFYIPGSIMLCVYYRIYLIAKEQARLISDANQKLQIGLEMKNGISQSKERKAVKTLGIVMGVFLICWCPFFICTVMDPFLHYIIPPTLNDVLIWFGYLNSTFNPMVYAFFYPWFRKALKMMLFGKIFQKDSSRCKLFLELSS
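Assay system: CHO-derived RD-HGA16 cells with stable Gα16 and human TAAR1; timing: 17-24 h seeding, 75 min 37 °C dye, 30 min RT; read-out: % activation from peak over basal fluorescence ratio, DMSO-to-PEA scaled; measured by: kinetic Fluo-8 calcium fluorescence; benchmarks: low control DMSO, high control PEA (EC100); doses: 3 µM single concentration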
V1R ag counter: agonists of human V1a receptor, primary screen, counter-screen for OXTR agonist project, fluorescence, CHO-V1R cells; Vasopressin V1a receptor (Homo sapiens), P37288; Fluo-8 calcium fluorescence, agonist mode; 0% DMSO, 100% 3 nM vasopressin; activation, % at 3 µM; 0.25% of 320,000 active; AID 2797, 2010;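 active means activation above the mean activation of all tested compounds plus 3 SD, per screening run, cut at about 20% in these data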;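 further: signal is peak over basal fluorescence ratio across a 100 second FLIPR read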
M1 ag: human M1 muscarinic receptor agonists, primary screen, Fluo-8 calcium fluorescence, CHO-K1 cells, HTS | Muscarinic acetylcholine receptor M1 (Homo sapiens), P11229 | CHO-K1 hM1, agonist mode; 0% DMSO, 100% acetylcholine EC100 | activation, % at 3 µM | 0.33% of 360,000 active | AID 588814, 2011;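 active means activation above the run's mean compound activation plus 3 SD, cut at about 16% in these data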;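 further: peak over basal fluorescence ratio within a 140 s kinetic read after compound addition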
M1 ag parental: counter-screen for M1 agonists: effect in parental CHO-K1 cells | Fluo-8 calcium fluorescence; scaled to maximal ATP response, vehicle zero | activation, % at 3 µM | 0.48% of 360,000 active | AID 602248, 2012; in the data active means activation above about 15%;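 further: untransfected CHO-K1 host cells lacking M1 receptor as counterscreen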
TAAR1 antag: human TAAR1 antagonists, primary screen, Fluo-8 calcium fluorescence, CHO RD-HGA16 cells | inhibition, % at 3 µM | Trace amine-associated receptor 1 (Homo sapiens), Q96RJ0 | 1.5% of 360,000 active | AID 624466, 2012 | antagonist;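 active means inhibition above a per-plate cutoff, the mean inhibition of test compounds on that plate plus 3 SD, cut at about 49% in these data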;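 further: 0% = DMSO plus EC80 beta-PEA response and 100% = DMSO alone without agonist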
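Assay system: RD-HGA16 CHO cells with stable hTAAR1 and Gα16 / Reagent: EC80 β-phenethylamine stimulus / Doses: 3 µM, single point / Timing: dye loading 75 min at 37 °C, then 30 min room temperature / Measured by: Fluo-8 intracellular calcium dye fluorescence, real-time kinetic reads / Controls: vehicle wells and EC80 agonist wells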
CHO-K1 Ca PAM: nonselective calcium activators in parental CHO-K1 cells, primary screen, counter-screen for M1 PAM project, cell-based, Fluo-8 calcium fluorescence, full deck, 1536-well; ATP EC20; 0% at ATP EC20, 100% at ATP max; activation, % at 3 µM; 0.02% of 360,000 active; AID 602247, 2012;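 active means activation above the run cutoff, the mean activation of all test compounds plus 3 SD, cut at about 40% in these data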;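 further: peak over basal fluorescence ratio in a 140 s read after ATP addition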
Starred values were filed as active, the others as inactive; . = not tested or not shown. Outcome played no part in choosing rows; any-hit rate near 3.3%.

mol,CHO-K1 Ca antag,CHO parental Ca,OXTR potentiator,TAAR1 ag,V1R ag counter,M1 ag,M1 ag parental,TAAR1 antag,CHO-K1 Ca PAM
Cc1ccccc1OCC(O)CN1CCCCC1 (configuration not stated),-14,-8,-10,3,0.6,-4,0.1,2,11
O=C(Nc1ccc(F)cc1F)NC1CCN(Cc2c(F)cccc2Cl)CC1,-13,-8,-1,1,1.7,-6,4.3,-5,19
CCCCNC(=O)C1(C)CCN1C(=O)c1cc(OC)ccc1Br (configuration not stated),-1,.,.,0,.,-2,0.3,-4,0
Cc1ccc2c(COC(=O)CNC(=O)c3ccco3)cc(=O)oc2c1C,-15,-18,-4,2,0.2,-7,0.4,-4,23
COc1cccc(N2[C@@H](CC(C)=O)c3ccccc3S2(=O)=O)c1,-8,-8,-7,1,-0.5,-8,0.0,8,6
CCOC(=O)c1c(C)[nH]c(C(=O)COC(=O)CNC(=O)c2ccc(Cl)cc2)c1C,-6,-12,-4,4,0.4,-12,0.5,-10,22
COc1cccc(C(=O)N2CCN(C(=O)c3cccc(F)c3)CC2)c1,-6,-14,-7,7,0.5,-3,0.9,-15,16
O=C(O)CC(NC(=O)OCc1ccccc1)c1ccc(Br)cc1 (configuration not stated),-6,-1,-7,3,1.1,-1,0.4,4,17
C/C(=N\Nc1nc2c(s1)CCCC2)c1ccccc1,-8,-21,-1,3,0.3,-3,0.7,3,21
Cc1ccc(-c2csc3ncnc(SCc4ccc(C(=O)O)cc4)c23)cc1,-6,-13,-17,1,1.0,-6,1.3,-4,18
Cc1cc(Cl)ccc1C(=O)C1CCCN(C(=O)c2cnn(C(C)C)c2)C1 (configuration not stated),-8,-11,-18,-1,0.7,-3,3.7,-16,17
COC(=O)C(NC(=O)c1ccccc1)=C(C)C,-8,-9,-13,4,2.0,-4,0.3,-6,13
COc1cccc(CNC(=O)C(NS(=O)(=O)c2ccc3c(c2)CCN3C(C)=O)C(C)C)c1 (configuration not stated),-21,-13,-2,9,-0.6,-4,0.3,-20,3
Cc1c(NC(=O)CN(C)CC(=O)Nc2ccc(F)c(F)c2F)c(=O)n(-c2ccccc2)n1C,-8,-11,-4,0,-0.3,-3,0.3,1,2
CCN(CC(=O)Nc1c(F)cccc1F)C(=O)CNC(=O)c1cccc(C)c1,-7,-12,0,0,0.5,-2,0.8,-1,16
CCOc1ccccc1OCC(O)CNC (configuration not stated),-21,-10,2,.,0.2,-6,0.7,.,25
Cc1cccc(N2C(=O)N3[C@H](c4ccc(F)cc4)[C@@H]4C(=O)N(C5CCCCC5)C(=O)[C@@H]4[C@]3(Cc3ccccc3)C2=O)c1,-16,-22,0,3,2.1,-1,0.3,-10,7
CCOc1ccc(C(=O)Nc2ccc(NC(=O)c3ccccc3)c(C)c2)cc1[N+](=O)[O-],-1,.,.,6,.,0,0.7,0,2
Cc1ccc(CNC(=O)C2CCCN(S(=O)(=O)c3cccnc3)C2)cc1 (configuration not stated),-7,-16,-7,5,-0.3,-5,0.7,9,13
CC1CCCC(C)N1CCCNC(=O)CN1C(=O)COc2ccc(S(=O)(=O)N3CCOCC3)cc21 (configuration not stated),-12,-6,-2,0,0.2,-6,1.0,-4,8
COc1cc(/C=N/O)ccc1Oc1ccc([N+](=O)[O-])cc1[N+](=O)[O-],-4,-18,-10,23,2.8,-6,1.4,4,14
COc1ccccc1NC(=O)c1ccc(N2CC3CC(C2)c2cccc(=O)n2C3)c(NC(=O)c2cccnc2)c1 (configuration not stated),-6,-20,3,0,0.5,-2,-0.1,-11,-5
O=C(NCCN1CCOCC1)C1CC(=O)N(c2cccc(C(F)(F)F)c2)C1 (configuration not stated),-9,.,.,2,.,-2,0.5,-34,-14
Cc1cc(=O)c(C(=O)O)nn1-c1ccc(Cl)cc1,-17,-3,3,1,0.9,0,0.3,-6,4
CN(c1cccc(NC(=O)COc2ccc(Cl)cc2Cl)c1)S(C)(=O)=O,-7,16,-16,13,5.5,-1,2.9,24,9
CCSc1nnc(-c2cccnc2)n1Cc1ccco1,-31,-8,1,15,1.2,-5,0.4,12,5
CC(C)Cn1c2nc3ccccc3nc2c2c(=O)n(CCN3CCOCC3)cnc21,-9,-16,-3,4,-0.4,-5,-0.3,-9,21
CC1Sc2ccc(S(=O)(=O)N3CCC(C(=O)N4CCN(C)CC4)CC3)cc2NC1=O (configuration not stated),-2,-13,-4,6,0.8,-4,-0.5,-5,-12
O=[N+]([O-])c1cc(-c2nc(-c3ccncc3)no2)ccc1Cl,7,3,5,3,0.9,0,-0.4,-12,-8
COc1ccc(C(CC(=O)O)NC(=O)C(c2ccccc2)c2ccccc2)cc1 (configuration not stated),14,-9,-6,0,0.4,-6,-0.2,-7,2

An excerpt taken from the entries so far, as a working copy:
mol,CHO-K1 Ca antag,CHO parental Ca,OXTR potentiator,TAAR1 ag,V1R ag counter,M1 ag,M1 ag parental,TAAR1 antag,CHO-K1 Ca PAM
O=[N+]([O-])c1cc(-c2nc(-c3ccncc3)no2)ccc1Cl,7,3,5,3,0.9,0,-0.4,-12,-8
COc1ccc(C(CC(=O)O)NC(=O)C(c2ccccc2)c2ccccc2)cc1 (configuration not stated),14,-9,-6,0,0.4,-6,-0.2,-7,2

Other records:
mol,CHO-K1 Ca antag,CHO parental Ca,OXTR potentiator,TAAR1 ag,V1R ag counter,M1 ag,M1 ag parental,TAAR1 antag,CHO-K1 Ca PAM
CCOc1ccc2oc(C(=O)OCC(=O)NC3CCCCC3)c(C)c2c1,-16,-14,-1,8,0.9,-3,0.0,-34,1
CCCNC(=O)COC(=O)c1ccc(S(=O)(=O)N2CCCC2)cc1,-2,-11,-2,4,0.3,-14,0.3,4,17
COC(CNC(=O)CCc1c(C)nc2c(-c3ccccc3)c(C)nn2c1C)OC,0,-7,2,1,0.1,-2,0.9,-10,9
CCCNC(=O)c1onc(CSc2ccc(F)cc2)c1C(=O)NC(C)C,-11,-13,-5,6,-0.8,-2,-0.2,24,16
O=C(CNC(=O)c1ccc(Br)cc1)OC1CCOC1=O (configuration not stated),-1,.,.,1,.,-3,0.9,-4,12
C=CCSC1=C(C#N)C(c2ccc(C(C)C)cc2)CC(=O)N1 (configuration not stated),-3,-13,-4,-2,-1.4,-11,0.5,-12,18
Cc1cccc(NC(=O)Nc2ccccc2[N+](=O)[O-])n1,12,-17,-13,-2,4.2,-3,-0.5,-1,-8
CCCCOC(=O)Nc1cc(OC)c(Cl)cc1OC,-2,-9,5,15,-1.6,-7,-0.4,4,12
O=C(NCCNCc1ccc(F)cc1)c1ccco1,-6,-1,-11,15,-0.8,-5,0.9,6,21
Cc1ccc(Cn2c(=N)c(S(=O)(=O)c3ccc(C)cc3)cc3c(=O)n4ccccc4nc32)cc1,2,-4,-9,1,0.2,-3,0.3,-20,-9
N#Cc1c(-c2ccccc2)nc(N2CCCCCC2)[nH]c1=O,-7,-11,-2,7,-0.3,-8,0.2,-14,11
COc1ccc(C(=O)NCCCNC(=O)c2ccco2)cc1OC,-7,1,-2,4,-0.1,-1,0.0,-23,-3
O=C(NCc1cccs1)C1(S(=O)(=O)c2ccccc2)CC=CC1,2,-11,-1,7,1.2,-7,-0.5,-9,-16
CC1Cc2cc(S(=O)(=O)N3CCCCC3)ccc2N1C(=O)C1CCC1 (configuration not stated),0,8,-16,3,0.1,-4,1.1,-10,17
COc1cc(NC(=O)CSc2nc3[nH]ncc3c(=O)n2-c2ccccc2C)cc(OC)c1OC,7,-13,3,0,0.5,-3,-0.3,-2,-3
Cc1nn(C)cc1CN1CCCC(C(=O)c2ccc(-c3ccccc3)c(F)c2)C1 (configuration not stated),12,-9,-16,7,1.5,-9,26*,4,15
CC1(N2CCCCC2)CC2(O)C(=[N+]1[O-])CCC/C2=N\O (configuration not stated),-9,-8,-2,6,0.2,-2,0.3,-20,11
O=C(Cn1cc(S(=O)(=O)N2CCN(c3ccccc3F)CC2)c2ccccc2c1=O)NCCCN1CCCCCC1,12,-2,-7,0,-0.5,-14,0.3,4,-10
CCN(CC(=O)N(CC(C)C)c1c(N)n(CC(C)C)c(=O)[nH]c1=O)Cc1nc2ccccc2c(=O)[nH]1,-8,-10,-6,0,0.2,-3,0.4,-16,8
Cc1noc(C)c1COc1ccc(C(=O)N2CCN(S(=O)(=O)c3ccccc3)CC2)cc1,4,-13,-5,6,5.0,-4,6.0,1,-18
CCN(CC)c1ccc(S(=O)(=O)N2CCOCC2)cc1NC(=O)CSc1nncs1,-5,-18,3,.,-0.7,-4,0.3,.,12
Cc1ccc(CSc2nnc(SCC(=O)N/N=C/c3c[nH]c4ccccc34)s2)cc1,-6,.,.,9,.,-1,0.6,79*,-2
CCN(CC)CCCN(Cc1cc2cc3c(cc2[nH]c1=O)OCCO3)C(=O)Nc1ccc(F)cc1,4,-8,-15,13,1.1,-6,0.8,-4,4
O=P(c1ccc2c(c1)OCCO2)(N1CCOCC1)N1CCOCC1,-8,-8,-3,3,1.1,-2,0.6,-14,11
O=c1c2ccccc2c(=O)n(Cc2ccccc2)n1Cc1ccccc1,-4,-32,-5,0,1.3,-6,-0.1,-5,16
COc1cc(OC)c(C2C=CC(=O)CC2)c(OC)c1 (configuration not stated),-24,.,.,1,.,.,0.4,-13,20
O=C(NC1(C(=O)NC2CCCC2)CCCCC1)c1ccc2c(c1)OCO2,-9,-3,-5,3,-0.9,-3,-0.3,-2,2
O=C(/C=C/c1ccc(Br)o1)Nc1nccs1,-19,8,-11,7,-1.4,-5,-0.2,13,2
CCSc1ncc(C)cc1[N+](=O)[O-],3,3,-4,4,-0.7,-3,0.1,-7,-12
